p53null 32C kill: selectivity test: cytotoxicity in p53 null cells, permissive temperature. H1299-neo p53 null cells, ATP luminescence, 24 h, 32C. Potency, µM (doses to about 46.1 µM), without a hit: at the top dose activity change, negative = cytotoxicity, actives largely listed as cytotoxic. 55,000 compounds, 0.62% hits;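 note: potency is the fitted concentration of half-maximal effect; 0% = DMSO only and -100% = full killing by 100 µM tamoxifen; nearly all actives have a fitted effect of over 55% in size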
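Luminescent ATP readout gave cell viability of p53-null H1299-neo cells after a 24 h compound exposure at the permissive 32C. Titrations ran up to 46 uM, and AC50s were fitted with the standard Hill equation.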
GALK inh: GALK (human) enzyme inhibition | recombinant GALK, Kinase-Glo ATP luminescence, 1 h | Potency, µM (top dose mostly 57.5 µM), inactives show at the top dose activity, negative = inhibition, usual class: inhibitors | 44,000 tested, under 10 active | AID 1347072;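 note: plate controls were full GALK reaction for no effect and reaction lacking GALK for full effect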
Target sequence (P51570 whole entry, looked up): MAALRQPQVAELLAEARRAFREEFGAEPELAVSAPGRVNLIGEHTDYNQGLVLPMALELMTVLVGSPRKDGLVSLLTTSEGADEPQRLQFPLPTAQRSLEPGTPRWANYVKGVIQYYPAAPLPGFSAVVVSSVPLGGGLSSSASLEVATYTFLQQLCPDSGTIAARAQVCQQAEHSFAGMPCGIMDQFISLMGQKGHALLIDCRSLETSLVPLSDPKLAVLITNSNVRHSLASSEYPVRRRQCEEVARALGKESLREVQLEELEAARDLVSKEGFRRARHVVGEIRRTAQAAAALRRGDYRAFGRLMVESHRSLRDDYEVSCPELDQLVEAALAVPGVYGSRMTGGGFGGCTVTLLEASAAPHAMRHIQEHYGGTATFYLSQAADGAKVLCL
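5 nM GALK; 35 uM ATP; 100 uM D-galactose; 20 mM HEPES pH 8.0, 5 mM MgCl2, 60 mM NaCl, 1 mM DTT, 0.01% BSA; 1 h RT; Kinase-Glo Plus luminescence.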
FH mod: Identification of activators of human fumarate hydratase by quantitative high-throughput screening. 54,000 compounds, 0.22% hits. Potency, µM (titrated, usually from 79.9 µM), without a hit: at the highest dose activity change, negative = inhibition, usual class: inhibitors. FH coupled MDH/diaphorase resazurin fluorescence, 15 min; note: potency is the fitted concentration of half-maximal effect; % is set by controls: 0 for no effect and ±100 for the full control effect; the screen sought activators but most active calls are inhibition curves; nearly all actives have a fitted effect of over 45% in size
B2AR arrestin ag: agonists recruiting beta-arrestin to human beta2-adrenergic receptor; P07550; HTLA Tango cells, beta-arrestin recruitment, luciferase luminescence, 18 h; Potency, µM (series often up to 46.1 µM), without a hit: top-dose activation, actives largely listed as activators; 44,000 tested, under 10 active; AID 1347077;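 note: potency is the fitted concentration of half-maximal effect; 0% = DMSO and full agonism = EC100 isoproterenol or metaproterenol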
Target sequence (P07550 whole entry, looked up): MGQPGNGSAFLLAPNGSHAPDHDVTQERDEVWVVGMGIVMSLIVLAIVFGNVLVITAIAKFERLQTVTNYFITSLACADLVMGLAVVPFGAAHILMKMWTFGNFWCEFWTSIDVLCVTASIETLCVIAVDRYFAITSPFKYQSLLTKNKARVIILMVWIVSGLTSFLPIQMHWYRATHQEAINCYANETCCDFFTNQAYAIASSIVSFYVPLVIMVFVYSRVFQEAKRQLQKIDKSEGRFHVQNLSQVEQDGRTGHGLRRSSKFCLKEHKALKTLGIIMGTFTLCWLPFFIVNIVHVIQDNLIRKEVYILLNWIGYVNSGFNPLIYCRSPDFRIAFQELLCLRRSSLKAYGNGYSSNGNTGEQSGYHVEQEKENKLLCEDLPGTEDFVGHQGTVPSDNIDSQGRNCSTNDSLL
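Luminescence read-out: arrestin recruitment to recombinant beta2-AR releases tTA, inducing luciferase. Cells exposed 18 hr at 37 degrees C to up to 46 microM compound; %Activity from corrected signal, concentration-response curves classified by r2, magnitude and efficacy.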
NTMT1 inh: inhibitors of human N-terminal methyltransferase NTMT1 | 59,000 compounds, 2.5% hits | Potency, µM (highest dose often 114 µM), inactives show top-dose activity change, negative = inhibition, most hits filed as inhibitors | NTMT1 MTase-Glo SAH luminescence, purified enzyme | Q9BV86 | AID 1645870;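 note: potency is the fitted concentration of half-maximal effect; plate controls were DMSO vehicle for no effect and no enzyme for full effect; nearly all actives have a fitted effect of over 65% in size; many of its hits are not listed in these tables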
Target sequence (Q9BV86 whole entry, looked up): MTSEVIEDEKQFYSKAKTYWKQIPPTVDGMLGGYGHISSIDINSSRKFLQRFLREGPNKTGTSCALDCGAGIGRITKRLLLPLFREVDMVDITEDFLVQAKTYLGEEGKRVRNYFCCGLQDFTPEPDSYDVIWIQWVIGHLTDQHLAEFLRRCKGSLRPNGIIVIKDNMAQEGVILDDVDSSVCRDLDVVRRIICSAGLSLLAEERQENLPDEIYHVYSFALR
p53null 39C tox: kills p53 null cells at the nonpermissive temperature; 55,000 compounds, 0.97% hits; H1299 p53-null (neo) cells, 39C, ATPlite viability, 24 h; Potency, µM (top dose mostly 46.1 µM), for inactives: at the top dose activity, negative = cell killing, usual class: cytotoxic;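 note: potency is the fitted concentration of half-maximal effect; 0% = DMSO only and -100% = full killing by 100 µM tamoxifen; nearly all actives have a fitted effect of over 50% in size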
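Luminescent ATP signal reported cell survival after H1299 lines (neo, p53 null; or p53 A138V) received up to 46 uM compound and 24 hr incubation at 39C.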
PTAP-TSG101 blk: TSG101-PTAP interaction inhibition, HIV-1 budding; Fluorescence polarization, FITC-PTAP peptide/Tsg101, 20 min; Q99816; 44,000 tested, under 10 active; Potency, µM (doses to about 115 µM), inactives show at the highest dose activity change, negative = inhibition, usual class: inhibitors; note: potency is the fitted concentration of half-maximal effect; 0% is about no effect
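Fluorescence polarization binding of Tsg101 binding domain (10 uM final) to FITC-labeled PTAP-motif peptide (50 nM final) in HEPES pH 7.5/NaCl/Tween 20/EDTA/TCEP buffer; 20 min at r.t. Actives by curve class, <25 µM, efficacy <60% inhibition.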
* hit, by the source's call; ? = inconclusive; . = not tested or not shown; [ ] = another dose, or the depositor's remark. Calls come from the whole dose curve; as a rule, active = well fitted curve in the direction sought with a large enough effect; inconclusive = small, poorly fitted or top-dose-only effect, or another doubt; inactive = no such curve, though single readings can be large; an effect the other way counts as inactive or inconclusive.

SMILES | p53null 32C kill | GALK inh | FH mod | B2AR arrestin ag | NTMT1 inh | p53null 39C tox | PTAP-TSG101 blk
CCC(Oc1ccccc1)C(=O)Nc1ccc(OCc2cc(=O)n3ccccc3n2)cc1 (stereo not drawn) | -3% | 1% | -17% | -1% | 11% | 2% | -2%
COc1ccc(-c2oc3ncn4nc(-c5cccc(C)c5)nc4c3c2-c2ccc(OC)cc2)cc1 | 1% | 0% | 3% | 0% | 15% | 21% | -4%
COc1ccc(NC(=O)N2CCOc3ccc(Cl)cc32)cc1 | 41%[activator] | -2% | 3% | 0% | ? | 20% | -6%
O=C(CSc1nnc(-c2ccc(Cl)cc2)o1)Nc1ccc(F)cc1 | -22% | -3% | -2% | -3% | -4% | -25% | 0%
COc1ccc(NC(=O)c2c(-c3ccccc3)c(-c3ccccc3)nn(C)c2=O)c(OC)c1 | -11% | 4% | 7% | 1% | 13% | -7% | 1%
CCCN(C(=O)Cn1c(=O)oc2cc(Cl)ccc21)c1ccc(C(C)C)cc1 | 21% | -6% | -22% | 1% | ? | 34%[activator] | 0%
CCOc1ccc2c(c1)c(=O)c(S(=O)(=O)c1ccc(C)cc1)cn2Cc1ccccc1Cl | ? | 7% | -12% | 1% | ? | -9% | -5%
CCOc1ccc(NC(=O)Cn2c(=O)n(CCc3ccccc3)c(=O)c3c4c(sc32)CN(C(C)=O)CC4)cc1 | 2% | 3% | -30% | 1% | ? | -19% | 5%
CCN1C(C(=O)c2ccccc2)=C(OC(=O)COc2ccc(OC)cc2)c2ccccc2S1(=O)=O | -6% | 9% | -7% | -2% | -4% | ? | 3%
CCc1nc(SC)ncc1C(=O)NCc1cccc(Br)c1 | -4% | -1% | -11% | -1% | -16% | -12% | 2%
COc1ccc(CNC(=O)Cn2ncc3c([nH]c4ccccc43)c2=O)cc1 | -3% | 5% | 6% | 0% | 1% | -3% | -1%
O=S(=O)(NCc1ccc(F)cc1)c1ccc2[nH]c3c(c2c1)CCCC3 | 29% | 2% | ? | -1% | ? | ? | -2%
COC(=O)c1sc2cccc(F)c2c1S(=O)(=O)N1CCN(c2ccccc2OC)CC1 | 9% | -1% | -26% | 0% | -21% | -1% | 0%
COc1ccc(Cl)cc1NC(=O)Cn1ncc2c3ccccc3n(C)c2c1=O | -4% | -7% | 2% | 0% | 17% | -6% | -1%
Cc1ccc(CNC(=O)CN2C(=O)COc3ccccc32)cc1 | -15% | -3% | -14% | 4% | -20% | 2% | -2%
COc1cccc(Cn2nnc3c(=O)[nH]c(C4CCCN(C(=O)c5ccc(C)cc5)C4)nc32)c1 (stereo not drawn) | 5% | 1% | -15% | 0% | 2% | 2% | -2%
CCOC(=O)c1ccc(NC(=O)C2CC(=O)N(c3ccc(C(C)C)cc3)C2)cc1 (stereo not drawn) | 7% | 4% | 4% | 0% | -4% | -14% | -8%
Cc1nc2ccn(Cc3ccco3)c(=O)c2cc1C(=O)N1CCN(c2ccc(F)cc2)CC1 | -1% | -1% | . | 0% | . | ? | -12%
COc1ccccc1CCNC(=O)C(=O)NCC(c1ccco1)S(=O)(=O)c1ccccc1 (stereo not drawn) | -2% | 1% | -21% | -4% | 1% | 8% | 0%
CCOc1ccc(CN2CCN(c3ncnc4sc5c(c34)CC(C)CC5)CC2)cc1 (stereo not drawn) | -3% | -16% | -12% | 1% | 2% | 1% | 3%
CN(C(=O)c1ccc2c(c1)N(Cc1ccccc1F)C(=O)c1ccccc1S2(=O)=O)C1CCCCC1 | 0% | 8% | -34% | 0% | 0% | -4% | 3%
CC(C)CN(CCCNC(=O)CN1C(=O)CSc2ccc(S(=O)(=O)N3CCOCC3)cc21)CC(C)C | 0% | -4% | -5% | 4% | -12% | 4% | 0%
CCCOc1ccc(-c2nonc2NC(=O)c2oc3ccc(Cl)cc3c2C)cc1OCCC | -6% | 5% | 6% | 0% | 42%[activator] | -13% | -11%
COc1ccc(CNC(=O)c2nc(Cn3nc(C)c(Br)c3C)no2)cc1OC | 9% | 7% | -1% | 1% | 89µM* | -25% | -6%
COc1ccc(-n2nc(C(=O)NCc3ccc(F)cc3Cl)c3c4ccccc4n(C)c3c2=O)cc1Cl | 4% | -1% | -1% | 1% | 0% | -4% | 3%
CCOC(=O)CNC(=O)Nc1cc(C(=O)NCc2ccc(C(C)C)cc2)ccc1N1CCCC1 | -2% | -3% | 3% | 1% | 6% | -2% | 0%
Cc1cc(/C=C(\C#N)C(=O)Nc2ccccc2)c(C)n1-c1ccc(F)cc1 | -11% | -1% | 2% | 0% | ? | -13% | -3%
Cc1ccccc1-c1noc(CCC(=O)Nc2cccc(C)c2C)n1 | -4% | 7% | -1% | 0% | 18% | 24% | -1%
Cc1ccc(-c2noc(CSc3nnc(C)n3-c3ccc(F)cc3)n2)cc1 | -7% | 3% | -13% | 1% | -13% | -11% | -1%
O=C(CNC(=O)c1ccccc1Cl)OCc1cc(=O)n2nc(C3CC3)sc2n1 | -4% | 1% | ? | -1% | -4% | -21% | -8%
O=C(CSc1nc2c([nH]c3ccccc32)c(=O)n1-c1ccc(Cl)cc1)NC1CCCCC1 | -25% | 1% | 7% | 0% | -3% | 22% | 1%
CCn1c(=O)c2cc(C(=O)NCCCOC)sc2c2ccccc21 | 3% | 0% | ? | 0% | -27% | -20% | -4%
CCN(Cc1nc(-c2ccc(OC)cc2)oc1C)S(=O)(=O)c1ccc(C)cc1 | -1% | 0% | -13% | 0% | -15% | 2% | -4%
CCOc1ccc(CCNC(=O)c2cc3c(-c4cccc(OC)c4)nn(C)c3s2)cc1OCC | 10% | -2% | ? | -2% | 11% | 18% | -1%
COC(=O)c1ccccc1NC(=O)CCCn1nc(C)c2sc3ccccc3c2c1=O | -10% | 3% | -5% | -4% | -12% | -13% | 2%
Cc1cccc(CN2C(=O)c3ccccc3S(=O)(=O)c3ccc(C(=O)N(C)Cc4ccccc4)cc32)c1 | -5% | 8% | -14% | -2% | 1% | 8% | -4%

Profiles from above. Values in the order: p53null 32C kill	GALK inh	FH mod	B2AR arrestin ag	NTMT1 inh	p53null 39C tox	PTAP-TSG101 blk
CCn1c(=O)c2cc(C(=O)NCCCOC)sc2c2ccccc21 is listed as 3%	0%	?	0%	-27%	-20%	-4%
Cc1ccccc1-c1noc(CCC(=O)Nc2cccc(C)c2C)n1 is listed as -4%	7%	-1%	0%	18%	24%	-1%
COc1ccc(NC(=O)c2c(-c3ccccc3)c(-c3ccccc3)nn(C)c2=O)c(OC)c1 is listed as -11%	4%	7%	1%	13%	-7%	1%
Cc1ccc(CNC(=O)CN2C(=O)COc3ccccc32)cc1 is listed as -15%	-3%	-14%	4%	-20%	2%	-2%
CN(C(=O)c1ccc2c(c1)N(Cc1ccccc1F)C(=O)c1ccccc1S2(=O)=O)C1CCCCC1 is listed as 0%	8%	-34%	0%	0%	-4%	3%

(further entries)
SMILES | p53null 32C kill | GALK inh | FH mod | B2AR arrestin ag | NTMT1 inh | p53null 39C tox | PTAP-TSG101 blk
Cc1cc(C)cc(NC(=O)CCc2c(C)nc3nc(CNC(=O)c4cccc(F)c4)nn3c2C)c1 | -5% | -4% | -7% | -2% | -11% | -6% | 1%
Cc1ccc(-n2c(SCc3nc(-c4ccccc4C)no3)nnc2-c2ccncc2)cc1C | 53%[activator] | 2% | ? | 1% | 14% | -20% | 5%
COc1ccc(/C=C\c2onc(C)c2S(=O)(=O)N2CCC(C(=O)Nc3cccc(Cl)c3)CC2)cc1 | 18% | 0% | -14% | 0% | 21% | -7% | 1%
COc1ccc2c(CNC3CCCCCC3)c(C(=O)O)n(Cc3ccc(C)cc3)c2c1 | -7% | 0% | ? | 1% | ? | -3% | 0%
COc1ccc(S(=O)(=O)NCCc2csc(-c3cccc(F)c3)n2)cc1OC | -4% | -2% | -23% | 0% | 3% | -7% | -4%
COc1cc(Cn2c(=O)oc3ccc(C)cc32)ccc1OCCC(C)C | 2% | 4% | -19% | 1% | 8% | -9% | -3%
Cc1cccc(N(C)S(=O)(=O)c2cc3[nH]c(=O)c(=O)[nH]c3cc2C)c1 | 12% | 6% | -26% | -1% | -3% | -18% | -1%
COc1cccc(CNC(=O)c2cccc(-n3c(C)nc4cccnc43)c2C)c1 | -1% | -1% | -4% | 0% | 0% | 8% | 0%
CCCCN(CCCC)C(=O)c1cc2c(=O)n3ccccc3nc2s1 | 8% | -5% | -5% | 0% | ? | 5% | -16%
CC(C)(C)c1ccc(C(=O)N2CCC(c3nc(-c4ccc(S(=O)(=O)N5CCCC5)cc4)no3)CC2)cc1 | 4% | -13% | ? | -1% | 21% | -18% | -4%
CCC(CC)C(=O)Nc1nnc(SCc2cc(=O)c3ccccc3[nH]2)s1 | 8% | 0% | 1% | 2% | ? | 4% | -8%
CC(=O)N(Cc1cccnc1)c1nc2c(C)cc(C)cc2s1 | 2% | -1% | -1% | -3% | 4% | 13% | -10%
CCOc1ccc2nc(N3CCCC(C(=O)Nc4ccc(Br)c(C)c4)C3)sc2c1 (stereo not drawn) | -9% | -8% | -7% | 0% | 3% | -7% | 1%
CCOc1ccc(-c2nonc2NC(=O)c2oc3ccc(Cl)cc3c2C)cc1 | -19% | 7% | -2% | -1% | 14% | -15% | -1%
Cc1ccc(OCc2nc(-c3ccc(C(=O)NCCc4ccc(S(N)(=O)=O)cc4)cc3)oc2C)cc1 | -3% | 7% | 2% | -1% | -3% | -12% | 0%
COc1ccc(-n2cc(-c3ccccc3)nc2SCC(=O)Nc2ccccc2)cc1Cl | 5% | 3% | -15% | -3% | ? | -1% | 0%
COc1ccc(-c2nnc(C3CCN(S(=O)(=O)c4ccc(C)c(C)c4)CC3)o2)cc1 | 15% | -1% | -14% | -2% | -5% | -20% | 0%
COc1ccccc1CNC(=O)c1ccc(C)c(-n2cnc3cccnc32)c1 | -3% | 2% | 4% | 0% | 3% | 8% | -2%
O=C(CSc1nccn1Cc1ccccc1)Nc1ccc2c(c1)OCO2 | -12% | 1% | -4% | 1% | -11% | 14% | -1%
CCOC(=O)N1CCc2c(sc(NCc3cccs3)c2C(=O)Nc2cc(OC)ccc2OC)C1 | 23% | -4% | -17% | 0% | 34%[activator] | 6% | 0%
COc1ccc(Nc2ncnc3c2cnn3C)c(OC)c1 | 8% | 3% | 17% | 0% | 14% | 4% | 0%
Cc1ccc(S(=O)(=O)NCCc2csc(-c3ccc(Cl)cc3)n2)cc1 | -19% | -11% | ? | 0% | -13% | 3% | -2%
COc1ccc(OC)c(CCNC(=O)CCCc2nnc3n(C)c(=O)c4sccc4n23)c1 | -3% | 5% | -10% | 0% | 8% | 0% | 5%
COc1ccc(Cl)cc1NC(=O)Cn1nnc2sc3c(c2c1=O)CCC(C(C)(C)C)C3 (stereo not drawn) | -3% | -1% | -7% | -1% | -1% | -6% | 0%

Some of the compounds tested; the hit share may differ from the screen's.
